# ARNT TACC3 PPI – disrupts binding between human ARNT and TACC3. inhibition, % at 9.99 µM. AlphaScreen His-ARNT PAS-B/GST-TACC3 binding, luminescence; TACC3 fragment carries E629A point mutation. 0.66% of 390,000 active. Q9Y6A5;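 active = mean inhibition of replicates at least 50% and at least half of replicates each reaching 50%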;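 also: 0% = complete ARNT plus TACC3 wells and 100% = ARNT alone without TACC3; many hits fall short of the cut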
# SIRT5 inh – blocks human SIRT5 desuccinylation of peptide; inhibition, % at 15 µM; AID 652115; Q9NXA8; Purified SirT5, succinyl-peptide AMC, trypsin-coupled fluorescence; 1.1% of 330,000 active; in the data active = inhibition above about 15%
# Target sequence (Q9NXA8 whole entry, looked up): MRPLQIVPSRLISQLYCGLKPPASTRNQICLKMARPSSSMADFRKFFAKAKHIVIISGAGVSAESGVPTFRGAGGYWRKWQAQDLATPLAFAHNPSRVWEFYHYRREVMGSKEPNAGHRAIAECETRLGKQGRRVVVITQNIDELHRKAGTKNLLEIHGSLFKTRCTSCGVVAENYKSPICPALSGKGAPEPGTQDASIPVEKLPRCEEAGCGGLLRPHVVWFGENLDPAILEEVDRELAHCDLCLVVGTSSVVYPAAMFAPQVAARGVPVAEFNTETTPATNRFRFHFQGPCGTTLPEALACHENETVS
# ERp5 inh – ERp5 (human) disulfide isomerase inhibition | Q15084 | ERp5 insulin aggregation, absorbance 650 nm, 90 min | inhibition, % at 9.99 µM | 0.05% of 350,000 active;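 active = mean replicate inhibition above about 25%, with every replicate also reaching it, limit read from the data, passing the limit was not always enough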
# Target sequence (Q15084 whole entry, looked up): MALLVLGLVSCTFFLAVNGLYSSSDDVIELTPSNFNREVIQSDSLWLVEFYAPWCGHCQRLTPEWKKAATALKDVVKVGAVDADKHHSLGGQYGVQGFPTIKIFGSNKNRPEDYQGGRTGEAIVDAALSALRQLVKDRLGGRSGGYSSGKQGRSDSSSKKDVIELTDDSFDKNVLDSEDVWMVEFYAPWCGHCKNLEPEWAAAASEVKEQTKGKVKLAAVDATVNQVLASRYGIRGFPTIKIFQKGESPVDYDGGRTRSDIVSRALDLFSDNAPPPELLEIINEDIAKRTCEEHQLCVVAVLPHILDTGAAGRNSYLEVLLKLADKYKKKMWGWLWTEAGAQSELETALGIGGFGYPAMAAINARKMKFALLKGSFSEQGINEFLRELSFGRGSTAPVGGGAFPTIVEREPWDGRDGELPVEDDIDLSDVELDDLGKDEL
# miR122 inh – inhibitors of miR-122 in Huh7 cells; 0.3% of 340,000 active; Huh7 miR-122 Renilla luciferase sensor, 48 h; neutral wells = 0, positive control = 100; activation (reporter increase), % at 12.5 µM; AID 602342;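 active = mean replicate activation score at least 90 and every replicate individually at or above 90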;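 also: higher luciferase means less miR-122 activity so hits act as miR-122 inhibitors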
# C2C12 statin – protects C2C12 myotubes from simvastatin toxicity; ATP luminescence, 48 h; scaled: DMSO 0, geranylgeraniol control 100; rescue of ATP level, % at 7.49 µM; 0.78% of 330,000 active; AID 602340;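 active = mean ATP rescue above about 67%, or every replicate alone reaching that limit, limit read from the data, passing the limit was not always enough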;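 also: myotubes were challenged with 10 µM simvastatin during compound exposure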
# Cneo AK release – causes C. neoformans cell lysis; adenylate kinase release luminescence, 4 h; normalised: neutral wells 0, clomiphene wells 100; lysis activity, % at 15 µM; 0.2% of 360,000 active; AID 651654;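 active = mean lysis activity across replicates of at least 80%, whatever share of replicates individually reach that level; inactive = mean lysis activity below 80%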
#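 Schedule: static 4 h at 37 °C with compound, 1 h detection; system: C. neoformans cells; benchmarks: Clomiphene as positive control; buffer or medium: fresh YPD medium; measure: luminescence rise reflecting yeast cell lysis; measured by: luminescent adenylate kinase detection reagent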
# esBAF inh – blocks esBAF chromatin remodeling in mouse ES cells; Bmi1-luciferase knock-in reporter, 24 h; 100% = twice the neutral-well signal; reporter increase, % at 12.5 µM; 2% of 350,000 active; in the data active = activation above about 40%;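 also: 0% = median of the plate's neutral control wells and 100% = double that signal; a rise in the Bmi1 reporter signal indicates esBAF inhibition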
# Numbers without * were called inactive; . = not tested or not shown; [ ] = remark or other dose.
SMILES,ARNT TACC3 PPI,SIRT5 inh,ERp5 inh,miR122 inh,C2C12 statin,Cneo AK release,esBAF inh
Cc1ccc(SCC(=O)Nc2c(Br)cnn2C)cc1,-11,.,-15,-3,5,1,-1
Cc1ccc(-n2ncc3c(SCC(=O)NNC(=O)c4ccco4)ncnc32)cc1,-20,12,-7,-1,.,.,.
COc1ccc(S(=O)(=O)N(C)C[C@@H]2OCCCC[C@@H](C)Oc3ccc(NS(=O)(=O)c4ccc(F)cc4)cc3C(=O)N([C@@H](C)CO)C[C@@H]2C)cc1,-9,20*,0,19[16.7 µM],7,43,3
O=C(NC1CCCCCC1)C1CCN(C(=O)Cc2ccccc2)CC1,4,.,.,1,-8,2,-6
Cc1ccc(C(=O)O/N=C(\N)c2ccc(Br)cc2)cc1,3,.,.,-6,4,.,82*
CCCCc1nc2cc(C(=O)N3CCCCC3CC(=O)OCC)ccc2o1 (stereo not drawn),-4,-1,-1,-2,2,6,56*
CCN(CC)C(=O)Cn1cc(C(=O)C(=O)NCc2cccnc2)c2ccccc21,-5,0,-5,6,-16,-1,-4
CC(C)c1ccc(CNc2nc3nc4c(c(=O)n3[nH]2)CCC4)cc1,.,4,1,0,111*,0,-1
CCOC(=O)c1cccc(NC(=O)C2CCN(S(=O)(=O)c3cnc[nH]3)CC2)c1,-3,1,2,-4,-7,0,-1
CCOc1ccc(CN(C(=O)c2ccco2)C2CCS(=O)(=O)C2)cc1 (stereo not drawn),1,.,.,.,-7,1,-7
CC(Sc1ccccc1)C(=O)Nc1ccc(S(=O)(=O)N2CCOCC2)cc1 (stereo not drawn),10,.,.,1,-10,-10,2
Cc1cccc(NC(=O)CCNC(=O)c2ccccc2)c1,-14,-6,1,.,-10,0,3
COC(=O)c1ccccc1COc1cccn2c(N(C)CC3CC3)c(C)nc12,.,1,1,10,-7,1,40
Cc1oc(=O)c(NC(=O)c2ccccc2)cc1C(N)=O,.,2,-2,-6,.,.,.
COc1ccc(CCNC(=O)c2cc3ccccn3n2)c(OC)c1OC,3,-1,-3,-3,13,-4,8
COc1cc(-c2nc(CN3CCCCC3CCNC(C)=O)c(C)o2)ccc1F (stereo not drawn),-13,-1,2,.,.,.,.
CCC(=O)N(C)C[C@@H]1Oc2cc(C#C[C@@H](C)O)ccc2S(=O)(=O)N([C@@H](C)CO)C[C@H]1C,-4,3,4,-4[16.7 µM],10,-1,-1
Cc1cc2c3c(c1)C1(C(=O)N3C(C)(C)CC2C)C(C#N)=C(N)OC2=C1C(=O)CC(C)(C)C2 (stereo not drawn),0,.,.,8,7,-1,-4
COc1ccc(-c2nnc(SCC(=O)Nc3cc(S(=O)(=O)N4CCCCC4)ccc3Cl)n2N)cc1,-2,.,.,2,.,2,.
COc1cccc(C(C2=C(O)CC(C)(C)CC2=O)C2C(=O)CC(C)(C)CC2=O)c1 (stereo not drawn),.,.,7,3,-13,12,-10
CC(C)C(=O)Nc1nnc(COc2ccc(Cl)cc2)s1,-8,0,1,.,.,.,.
COc1ccc2c(c1)c(/C=N/Nc1nc3ccccc3[nH]1)c(C)n2C,7,2,1,11,.,-8,.
Cc1ccc(S(=O)(=O)N(C)C[C@@H]2Oc3ccc(NC(=O)CCCN(C)C)cc3C(=O)N([C@H](C)CO)C[C@@H]2C)cc1,1,-2,1,4[16.7 µM],-17,-2,-2
COc1ccc(NC(=O)N(C)C[C@@H]2Oc3ccc(NC(=O)CCCN(C)C)cc3C(=O)N([C@@H](C)CO)C[C@H]2C)cc1,-9,-3,-1,7[16.7 µM],-8,-1,-4
Cc1c(F)cccc1NS(=O)(=O)c1ccc2c(c1)NC(=O)CO2,-4,0,1,.,.,.,.
SMILES,ARNT TACC3 PPI,SIRT5 inh,ERp5 inh,miR122 inh,C2C12 statin,Cneo AK release,esBAF inh
COc1ccccc1-c1cn[nH]c1-c1ccc(OCc2ccccc2F)cc1O,5,3,-2,-3,-14,15,-4
COc1ccc(S(=O)(=O)N2CCCCN3[C@H](CO)[C@@H](c4ccc(C#CC(C)C)cc4)[C@H]3C2)cc1,19,12,0,3[16.7 µM],27,0,-3
O=C(NC1CCCCC1)c1cc(S(=O)(=O)N2CCOCC2)c(Cl)cc1Cl,-11,-1,-6,4,11,0,-7
COc1ccccc1-n1c(SCC(=O)Nc2cccc(C(=O)O)c2)nnc1-c1ccccc1O,5,3,0,.,-3,0,-4
CCc1nc2c(OCc3ccccc3C(=O)OC)cccn2c1N(C)C(=O)c1ccncc1,.,.,4,2,-21,-3,-4
O=C(c1cc(-c2ccc(Br)cc2)on1)N1CCOCC1,11,-1,1,0,5,-3,-9
Cc1ccc(SCc2ccc(C(=O)NCc3cccnc3)cc2)cc1,-7,.,.,0,.,1,.
COC(=O)c1ccc2c(c1)N(C)CCS2,-3,.,-9,-3,2,1,-4
O=C(Cc1cccs1)N/N=C/C(Br)=C/c1ccccc1,2,.,.,4,-15,0,51*
Cc1ccnc(N2CCCC(C(=O)Nc3nnc(C)s3)C2)n1 (stereo not drawn),-12,.,.,.,6,-4,-4
C/C(=N\NC(=O)c1c(Br)c(C)nn1C)c1cccc(NC(=O)C2CCC2)c1,3,.,.,-8,.,2,6
CCCCC1(CC(=O)OCC)C(=O)N(c2ccccc2)N(c2ccccc2)C1=O,-12,-3,3,.,.,.,.
O=C(COC(=O)CNC(=O)c1ccc(Br)cc1)Nc1nnc(-c2ccccc2)o1,13,-4,17,3,0,0,-1
COc1ccc(C2C(C#N)=C(N)Oc3cc4c(cc32)OCO4)cc1 (stereo not drawn),2,.,.,-2,12,.,-10
O=C(CCNC(=O)C1CCN(S(=O)(=O)c2ccc(F)cc2)CC1)NCc1ccccc1,-7,-5,4,-6,5,-1,1
CCOC(=O)N1CCC(NC(=O)C2CCN(C(=O)N3CCOc4ccccc43)CC2)CC1,-3,.,.,2,4,7,2
CC1CCCN(CCCNC(=O)C2CC(=O)N(CCc3ccccc3)C2)C1 (stereo not drawn),-1,-2,2,-7,1,-2,1
CCOC(=O)/C(C#N)=C/Nc1cc(C(=O)OCC)cc2c(OC)c(OC)ccc12,3,-3,1,2,-3,3,-6
COc1ccccc1NC(=O)Nc1nc(CC(=O)NCc2ccc(F)cc2)cs1,5,-2,1,.,-6,-2,7
COCC(C)n1c(SCc2ccc(C(=O)OC)o2)nc2ccccc2c1=O (stereo not drawn),0,1,-2,0,10,0,-4
CC1=Nc2ccccc2/C1=C\c1nc(-c2ccc(F)cc2)oc1O,.,-1,-12,2,0,-2,4
NC(Cc1ccc(C(F)(F)F)cc1)c1csc(Nc2cnccn2)n1 (stereo not drawn),.,2,-1,.,.,3,.
O=C(Nc1cccc(C(F)(F)F)c1)c1csc([C@@H]2O[C@H](CO)[C@@H](O)[C@H]2O)n1,.,.,6,0,-17,3,-6
O=C(Nc1nccs1)c1ccc(COc2c(F)c(F)cc(F)c2F)o1,1,0,8,-13,-12,2,14
C[C@@H]1CN([C@@H](C)CO)C(=O)c2cccc(NS(=O)(=O)c3ccccc3)c2O[C@@H]1CN(C)S(=O)(=O)c1cn(C)cn1,-10,1,12,-6[16.7 µM],35,-4,-2
SMILES,ARNT TACC3 PPI,SIRT5 inh,ERp5 inh,miR122 inh,C2C12 statin,Cneo AK release,esBAF inh
COCC(=O)Nc1ccc2c(c1)C(=O)N(C)[C@@H]1CC[C@H](CC(=O)N3CCc4ccccc4C3)O[C@H]1CO2,-2,-4,-2,-37[16.7 µM],4,-2,-3
CC(C)n1nc(C(=O)Oc2cccc(Cl)c2Cl)c2ccccc2c1=O,-2,-6,2,.,.,.,.
COc1ccc(C(=O)NC(C)c2csc(C)n2)cc1OC1CCN(C(C)=O)CC1 (stereo not drawn),-8,2,-7,-9,0,-1,3
Cc1ccc(CN2C(=O)CCC2C(=O)NCc2ccccc2Cl)cc1 (stereo not drawn),20,3,5,-6,9,.,6
O=C(CN1CCCC1)N1c2ccccc2Sc2ccc(C(F)(F)F)cc21,-4,.,.,0,2,-1,-2
NC(=S)NN=C1c2ccccc2-c2ccccc21,11,-8,3,-6,12,25,1
C[C@H]1CN([C@@H](C)CO)C(=O)c2cccc(NC(=O)Nc3ccccc3)c2O[C@@H]1CN(C)C(=O)Nc1ccc(F)cc1,1,3,-3,4[16.7 µM],-15,-4,-2
O=C(O)C[C@H]1CC[C@H](NC(=O)c2ccncc2)[C@@H](CO)O1,1,6,2,-2[16.7 µM],1,25,6
Cc1ccc(S(=O)(=O)CCc2nnc(NC(=O)C3CCCCC3)s2)cc1,0,-5,-7,-6,5,0,3
COc1cc(/C=C2/SC(=S)N(CC(=O)O)C2=O)ccc1OCC(=O)Nc1ccc(C)c(C)c1,1,-1,-3,-3,-6,3,4
C[C@H](NC(=O)c1[nH]cnc1C(=O)Nc1ccccc1)C(=O)OC(C)(C)C,2,.,11,-14,8,-4,-1
CN1C(=O)c2ccc(NC(=O)C3CCCCC3)cc2C1=O,2,-8,-1,.,-6,0,2
CNC(=S)/N=C(/Nc1ccccc1)c1ccccc1,14,-2,5,.,.,.,.
CSc1ccc(/C=N/n2c(C)cc(C)cc2=O)cc1,-1,.,.,-11,-1,2,12
COc1ccc(/C(O)=C(\C#N)c2nc3ccccc3n2C)cc1OC,0,.,.,-1,4,3,14
Cc1cc(C)nc(SC2c3cccc4cccc(c34)C2NS(=O)(=O)c2ccccc2)n1 (stereo not drawn),-19,.,.,39,.,1,.
C[C@@H]1CN([C@H](C)CO)C(=O)c2cc(C3=CCCC3)cnc2O[C@H]1CN(C)C,-3,-4,6,-9[16.7 µM],12,-1,1
Cc1ccc(NC(=O)CN2CCOCC2)cc1S(=O)(=O)N1CCCCC1,-4,.,-1,2,0,0,0
CN1CCN(c2nc(-c3ccc(Cl)cc3)nc3ccccc23)CC1,10,-1,-8,13,8,-1,-4
O=C(NCC1CCCN(C(=O)c2cccnc2)C1)c1ccc(-c2ccccc2)cc1 (stereo not drawn),-5,-3,1,.,.,.,.
CC(C)(C)c1ccc(OCc2nc(-c3ccccn3)no2)c(Br)c1,-12,.,.,11,-20,-6,11
O=C(Cc1ccccc1)Nc1ccnn1C1CCN(Cc2ccc(CO)o2)CC1,-13,1,0,.,-3,0,-1
Cc1nnc(CN(C)C(=O)c2cc(COc3ccc(C)c(C)c3)on2)o1,-1,-2,-5,-5,9,0,11
O=C(COc1ccc2ccccc2c1)NC1=NCCS1,-2,.,.,3,17,2,24
O=C(Nc1ccncc1)Nc1ccc(Cl)cc1,-12,-1,-2,4,-5,0,18
CC(=O)N(C)C[C@@H]1Oc2ncc(-c3ccc(C(=O)N(C)C)cc3)cc2C(=O)N([C@H](C)CO)C[C@@H]1C,-3,-3,4,-6[16.7 µM],-7,43,-3
COc1ccccc1Nc1nc(-c2cccs2)cs1,17,-4,-4,3,-13,-6,52*
O=S(=O)(N[C@H]1C[C@@H](NS(=O)(=O)OCC(Cl)(Cl)Cl)C2CCCCC21)OCC(Cl)(Cl)Cl (stereo partly drawn),-4,-1,4,-2,2,0,-11
CCCC#Cc1ccc([C@H]2[C@H](CO)N3CCCCN(Cc4cncnc4)C[C@@H]23)cc1,7,-4,-3,5[16.7 µM],.,-2,.

# Laid out differently: 2 of the compounds above.
# Values run as follows: ARNT TACC3 PPI	SIRT5 inh	ERp5 inh	miR122 inh	C2C12 statin	Cneo AK release	esBAF inh
> O=C(CN1CCCC1)N1c2ccccc2Sc2ccc(C(F)(F)F)cc21
→ -4	.	.	0	2	-1	-2
> NC(=S)NN=C1c2ccccc2-c2ccccc21
→ 11	-8	3	-6	12	25	1

# A second format for part of the listing above.
Compound	ARNT TACC3 PPI	SIRT5 inh	ERp5 inh	miR122 inh	C2C12 statin	Cneo AK release	esBAF inh
NC(=S)NN=C1c2ccccc2-c2ccccc21	11	-8	3	-6	12	25	1
C[C@H]1CN([C@@H](C)CO)C(=O)c2cccc(NC(=O)Nc3ccccc3)c2O[C@@H]1CN(C)C(=O)Nc1ccc(F)cc1	1	3	-3	4[16.7 µM]	-15	-4	-2
O=C(O)C[C@H]1CC[C@H](NC(=O)c2ccncc2)[C@@H](CO)O1	1	6	2	-2[16.7 µM]	1	25	6
Cc1ccc(S(=O)(=O)CCc2nnc(NC(=O)C3CCCCC3)s2)cc1	0	-5	-7	-6	5	0	3
COc1cc(/C=C2/SC(=S)N(CC(=O)O)C2=O)ccc1OCC(=O)Nc1ccc(C)c(C)c1	1	-1	-3	-3	-6	3	4
